GSK3 alpha inh: blockers of GSK3A enzyme activity – biochemical, luminescence, cell-free homogeneous, HTS, primary screen; inhibition, % at 10 µM; GSK-3 alpha kinase, ADP-Glo luminescence, 60 min; 320,000 tested, 0.1% active; Glycogen synthase kinase-3 alpha (Homo sapiens), P49840;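 in the data active = inhibition above about 50%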;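 note: GST-tagged GSK-3 alpha with peptide substrate and 25 µM ATP; 0% = DMSO neutral wells and 100% = GW8510 positive control wells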
Target sequence (P49840 whole entry, looked up): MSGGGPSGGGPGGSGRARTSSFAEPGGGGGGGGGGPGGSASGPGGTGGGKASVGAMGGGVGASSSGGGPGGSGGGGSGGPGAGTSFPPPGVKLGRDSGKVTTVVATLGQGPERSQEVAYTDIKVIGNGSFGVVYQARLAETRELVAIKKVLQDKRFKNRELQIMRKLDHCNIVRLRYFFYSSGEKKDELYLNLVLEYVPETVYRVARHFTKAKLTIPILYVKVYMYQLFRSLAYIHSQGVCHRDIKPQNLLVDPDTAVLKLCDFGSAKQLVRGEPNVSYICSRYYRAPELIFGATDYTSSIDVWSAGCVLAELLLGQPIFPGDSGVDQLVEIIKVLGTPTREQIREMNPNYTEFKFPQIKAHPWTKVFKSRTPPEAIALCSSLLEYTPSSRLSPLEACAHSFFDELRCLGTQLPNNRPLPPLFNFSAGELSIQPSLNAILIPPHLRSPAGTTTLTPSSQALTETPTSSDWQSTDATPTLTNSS
GSK3B inh: human GSK3beta kinase inhibitors, primary screen, biochemical, cell-free homogeneous, HTS; AID 2097, 2009; activity score (negative = inhibition), % at 10 µM; GST-GSK3beta kinase, ADP-Glo luminescence, 60 min; stronger effect = lower value; 300,000 tested, 0.038% active; Glycogen synthase kinase-3 beta (Homo sapiens), P49841;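 active = more than half of replicate wells score below -50%, meaning over 50% inhibition versus plate controls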;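 note: 0% = median DMSO wells and -100% = median GW8510 positive control wells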
Target sequence (P49841 whole entry, looked up): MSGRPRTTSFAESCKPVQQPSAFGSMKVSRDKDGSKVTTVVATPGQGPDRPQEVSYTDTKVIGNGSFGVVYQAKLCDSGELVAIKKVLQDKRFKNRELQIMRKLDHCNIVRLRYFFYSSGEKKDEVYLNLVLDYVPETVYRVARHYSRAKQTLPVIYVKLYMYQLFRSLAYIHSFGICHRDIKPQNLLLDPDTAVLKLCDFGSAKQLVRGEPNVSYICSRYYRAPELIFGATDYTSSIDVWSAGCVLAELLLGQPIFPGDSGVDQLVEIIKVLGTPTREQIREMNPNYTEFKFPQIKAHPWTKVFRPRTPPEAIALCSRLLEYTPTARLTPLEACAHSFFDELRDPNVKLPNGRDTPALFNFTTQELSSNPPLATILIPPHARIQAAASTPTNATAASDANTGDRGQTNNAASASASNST
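Test system: GST-tagged human GSK3beta kinase, cell-free; evaluation: activity score scaled between in-plate DMSO and GW8510 controls; measured by: ADP-Glo luminescence; incubation: 60 min reaction, RT; benchmarks: DMSO and 20 µM GW8510; reagent: peptide substrate plus 25 µM ATP (final); medium: Tris/MgCl2 kinase buffer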
IEC-6 cytotox: cytotoxicity in IEC-6 intestinal epithelial cells, primary screen, cytotoxicity control for KLF5 inhibitor project, cell-based, luminescence; 290,000 tested, 0.78% active; inhibition, % at 5 µM; IEC-6 cytotoxicity, luminescence viability; in the data active = inhibition above about 22%;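 note: 0% = plate median of test compound wells and 100% = cytotoxic reference compound wells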
HSF-1 act: HSF-1 activators, primary screen, NIH3T3-HGL cells, MG132 stress, luminescence, single point; NIH3T3-HGL HSF-1 luciferase reporter, 8 h; 100% = twice DMSO control signal; AID 504408, 2011; 300,000 tested, 1.7% active; activation, % at 9 µM;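 active = mean replicate activation of at least 50% with a set share of replicates each reaching 50%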;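 note: 0% = median of the neutral control wells and 100% = twice that signal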
PolyA inh: polyadenylation inhibitors in yeast reporter cells, primary screen, luminescence, S. cerevisiae; 300,000 tested, 0.02% active; AID 1875, 2009; calls only at 12 µM; S. cerevisiae SKY197-pL101 polyadenylation reporter, beta-gal luminescence; efflux-impaired pdr1/pdr3 knockout yeast; score 100 = 6 SD above DMSO;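 active = lowest replicate activity score at least 50, where 100 means six control SD above control mean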;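 note: yeast exposed to compound for 9 h at 30 °C; higher score means more reporter readthrough which indicates perturbed polyadenylation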
HSP90 refold inh: HSP90 inhibitors, primary screen, cell lysate, luminescence | inhibition, % at 5.6 µM | 290,000 tested, 0.91% active | Rabbit reticulocyte lysate, luciferase refolding luminescence, 3 h | Heat shock protein HSP 90 (rabbit reticulocyte lysate; luciferase refolding);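 active = inhibition above the screen-wide mean plus 3 SD, computed separately per campaign, cut at about 16% in these data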;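 note: 0% = DMSO wells and 100% = 60 µM geldanamycin wells; inhibitors lower the luminescence because luciferase stays unfolded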
aSyn 5UTR inh: MLPCN primary screen, SNCA 5' untranslated region. alpha-synuclein 5'UTR reporter, inhibitor activity. inhibition, % (tested at 7.5 µM). 300,000 tested, 0.82% active; in the data active = inhibition above about 60%;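 note: H4 neuroglioblastoma cells stably carrying SNCA 5'UTR luciferase fusion; 0% = DMSO wells and 100% = positive control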
HSF1 inhib: HSF1 inhibitors in luciferase reporter cells, primary screen, cell-based, NIH3T3, luminescence; 300,000 tested, 0.77% active; activity change, negative = inhibition, % at 7.5 µM (by protocol); NIH3T3-HGL HSE-luciferase, MG132-induced, luminescence 8 h; stronger effect = lower value;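 active = more than half of replicate wells show activity change below -50%, luminescence cut by over half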;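 note: luciferase reports HSF-1 transcriptional activity via heat shock element; 0% = median of DMSO wells and -100% = zero luminescence signal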
KLF5 inh: KLF5 expression inhibitors, primary screen, DLD-1 cells, luminescence; DLD-1 KLF5 promoter-luciferase reporter; 290,000 tested, 0.23% active; AID 1700, 2009; inhibition, % at 5 µM;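 active = inhibition above a per-plate limit of that plate's mean compound inhibition plus 3 SD, cut at about 60% in these data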;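 note: 0% = DMSO wells and 100% = LY294002 at 200 µM; higher means less KLF5 promoter-driven luciferase light; inactives centre near -14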
AI-2 QS modul: Vibrio harveyi AI-2 quorum sensing modulators, primary screen, JMH597 strain, luminescence/OD600 ratio; AID 2094, 2009; Vibrio harveyi JMH597 AI-2 luminescence/OD600 ratio, 9 h; stronger effect = lower value; strain lacks LuxN and CqsS sensors; 0 = neutral-control median; 300,000 tested, 0.4% active; activity change, % at 7.5 µM; in the data active = activity change below about -75%, passing the limit was not always enough;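 note: luminescence divided by OD600 gain over 9 h not by final OD600 alone; inactives centre near 13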
The depositor's hits bear a star; i = inactive; . = no result given.

compound | GSK3 alpha inh | GSK3B inh | IEC-6 cytotox | HSF-1 act | PolyA inh | HSP90 refold inh | aSyn 5UTR inh | HSF1 inhib | KLF5 inh | AI-2 QS modul
Cc1cccc(Oc2coc3cc(O)ccc3c2=O)c1 | 3 | -1 | -1 | 15 | i | 1 | -50 | -3 | -65 | -87*
CCCCNC(=O)CSc1nnc(-c2c[nH]c3ccccc23)n1CC1CCCO1 (stereo unspecified) | -2 | 0 | -2 | -5 | i | -2 | 8 | -6 | -45 | 10
CCCCCOC(=O)C1=C(C)NC(=O)NC1c1ccc(OC)cc1 (stereo unspecified) | -3 | 3 | -3 | 17 | i | 2 | 19 | -1 | -34 | 4
O=C(Cc1ccccc1)Nc1cccnc1 | 2 | 2 | -2 | . | i | 1 | -27 | . | 9 | 15
Cn1c(Cn2cnc([N+](=O)[O-])n2)nnc1SCC(=O)Nc1cccc(Cl)c1 | . | 0 | 6 | -2 | i | -2 | 6 | 0 | -41 | 30
CCC(Sc1nncn1C)C(=O)Nc1cc(C)on1 (stereo unspecified) | -2 | 0 | -5 | -4 | i | -1 | 8 | 2 | -14 | 1
O=C(CC1C(=O)NCCN1Cc1cccc(F)c1)NC1CCC1 (stereo unspecified) | 8 | -2 | -2 | 9 | i | 1 | -1 | -3 | -31 | 8
Nc1nncn1C(=O)CCCOc1ccc(Cl)cc1Cl | 2 | -1 | -1 | -2 | i | 0 | 20 | -2 | -24 | 0
Cc1cc2oc(=O)cc(CN3CCCCC3C)c2cc1C(C)C (stereo unspecified) | 0 | -1 | -1 | -27 | i | 0 | 18 | -18 | 12 | 44
COC1CCCN(C(=O)c2cccc(OC3CCN(S(=O)(=O)N(C)C)CC3)c2)C1 (stereo unspecified) | -1 | -5 | -2 | -1 | i | -9 | 13 | 2 | -18 | 9
COc1ccccc1Oc1c(C)oc2c(CN3CCOCC3)c(O)ccc2c1=O | -2 | 2 | 1 | -3 | i | 0 | 14 | -3 | 8 | 26
O=C(NCc1ccco1)/C(=C\c1ccco1)NC(=O)c1cccs1 | 0 | 3 | 3 | -2 | i | 1 | -2 | -5 | 16 | 6
O=C(Nc1cccc([N+](=O)[O-])c1)NC1CCS(=O)(=O)C1 (stereo unspecified) | 0 | 1 | 8 | 1 | i | 4 | 13 | 4 | 10 | 15
CCOc1ccccc1NC(C)C(=O)Nc1cc(C(F)(F)F)ccc1N1CCOCC1 (stereo unspecified) | 0 | 1 | 2 | -12 | i | -7 | 10 | 1 | -9 | 32
O=S1(=O)[C@H]2C[C@@H]3C=C[C@@]2(CN1Cc1ccccc1F)O3 | 0 | 3 | 4 | 18 | i | -5 | 9 | -4 | -31 | 16
CCOC(=O)C1C(O)=CC(=O)CC1c1ccccc1 (stereo unspecified) | -1 | -6 | . | -15 | i | . | 7 | 5 | . | 9
O=C(Nc1cccc(C(F)(F)F)c1)C1(c2ccccc2)CC1 | -5 | 2 | -1 | -15 | i | 0 | 17 | -3 | -12 | 12
COc1ccc(Br)c(OC)c1C(=O)NC(=O)Nc1c(F)cccc1F | -2 | 0 | -5 | -48 | i | -1 | -8 | -34 | -27 | 15
COc1ccc(OC)c(/C=N/n2c(COc3ccccc3)n[nH]c2=S)c1 | 0 | -2 | -8 | 34 | i | 3 | 10 | 1 | -13 | 21
COc1ccc(NS(=O)(=O)c2cc(C(=O)Nc3ccccc3C(=O)O)ccc2C)cc1 | -4 | 0 | 7 | -40 | i | -3 | 4 | -42 | -44 | 14
CCn1c(CSc2nc3ccccc3[nH]2)nc2cc(C(=O)O)ccc21 | 0 | 2 | 1 | 16 | i | 0 | -27 | 0 | -21 | 5
CCOc1ccc(CCNC(=O)c2cccc(S(=O)(=O)N3CCN(C(C)=O)CC3)c2)cc1OCC | 0 | 4 | . | 10 | i | . | -7 | -4 | . | -2
COc1ccc(-c2c(C)oc3c(CN4CCOCC4)c(O)ccc3c2=O)cc1OC | -2 | 1 | 0 | -10 | i | 0 | 14 | 1 | -11 | 0
C/C(=N\NC(=O)c1cccc2ccccc12)c1cccnc1 | . | 2 | 5 | -1 | i | 1 | -10 | -3 | -22 | 14
O=c1[nH]c2ccccc2cc1-c1noc(-c2cccnc2)n1 | 0 | -17 | 0 | 4 | i | 0 | -2 | 2 | -22 | 25
O=C(N/N=C/C=C/c1ccccc1)c1ccccn1 | -2 | -2 | -3 | 17 | i | 2 | -166 | 20 | -125 | 6
COc1cc(CNc2ncc(-c3ccc(Cl)cc3)n2C)cc(OC)c1OC | -1 | 3 | 6 | 8 | i | 5 | 7 | 9 | -26 | 10
COc1ccc(SC[C@H](CC(C)C)N2CCN(CCc3ccccc3)CCC2=O)cc1 | 7 | -2 | . | -16 | i | . | -26 | 3 | . | 10
COc1ccc(C2C(C(=O)NCC3CCCO3)CCC(=O)N2c2ccc3c(c2)OCO3)cc1 (stereo unspecified) | 0 | 2 | 1 | 19 | i | -4 | -13 | 6 | -18 | 35
Cc1ccnc(NC(=O)C2CCN(S(=O)(=O)c3ccc(C)c(C)c3)CC2)c1 | 1 | 2 | . | 2 | i | . | -81 | 4 | . | 9
Cc1ccc2c(c1)C1(OCCCO1)C(=O)N2 | 1 | 2 | 3 | -1 | i | 0 | 14 | -4 | -18 | -9
Cc1nc2ccccc2n(CC(=O)Nc2cc(Cl)cc(Cl)c2)c1=O | -2 | -1 | -1 | 30 | i | -5 | 26 | 13 | -34 | 19
COc1ccc(/C=N/NC(=O)c2nn(-c3ccccc3)c(=O)c3c(N)scc23)cc1 | 0 | 0 | -10 | 12 | i | 20* | 1 | 6 | -25 | 24
Cc1ccc(S(=O)(=O)CCc2nnc(NC(=O)c3ccco3)s2)cc1 | 1 | 1 | 0 | 34 | i | -7 | 22 | 3 | -31 | 21
O=c1c2ccccc2c(-c2ccccc2)nn1-c1ccc(Cl)c(Cl)c1 | 0 | -4 | -10 | -1 | i | -2 | -4 | -2 | -12 | 8
CCOC(=O)CSC1=C(C#N)C(c2ccccc2)C(C(C)=O)=C(C)N1 (stereo unspecified) | -3 | 0 | -2 | 21 | i | 4 | 25 | 12 | -10 | -7
NS(=O)(=O)c1ccc(CCNC(c2ccccc2)c2ccccc2)cc1 | 0 | 2 | 6 | -15 | i | 0 | 15 | 3 | -26 | 16
O=C(c1cccc(F)c1)N1CCCc2ccccc21 | 0 | -1 | -9 | 21 | i | -3 | 27 | -3 | -17 | -3
Cc1ccc2nc(NC(=O)CN3C(=O)NC4(CCCC4)C3=O)sc2c1 | 0 | 3 | . | -24 | i | . | -19 | -2 | . | 13
CCN(C(=O)CN1CCOCC1)C1(C)C(=O)c2ccccc2C1=O | . | -1 | 6 | -3 | i | -1 | 7 | 2 | 9 | 16
CC(Oc1ccc(Br)cc1)C(=O)Nc1nc(-c2ccccn2)cs1 (stereo unspecified) | 0 | -3 | 50* | 10 | i | 4 | 45 | 14 | 21 | -60
COc1ccc(-n2c(=S)[nH]c(=O)c3cccnc32)cc1 | -2 | -1 | 6 | -13 | i | 6 | 14 | -8 | -11 | 17
CSC1=NSC2=NC(=O)/C(=C\c3coc4ccccc4c3=O)C(=N)N12 | 2 | . | 2 | . | . | -5 | . | . | -35 | .
CN(C)N=Nc1ccc(S(=O)(=O)NC(Cc2ccccc2)C(=O)O)cc1 (stereo unspecified) | -3 | -1 | 5 | -2 | i | -3 | 6 | -11 | -39 | 17
CCOC(=O)c1c(/N=C/N(C)C)sc(C)c1C | -2 | 3 | 2 | -6 | i | 2 | 0 | 1 | 7 | 10
CCCC(=O)Nc1ccc2c(c1)nc1n2CCN(C2CCCCC2)C1 | 0 | 3 | 0 | . | . | 3 | . | . | -24 | 25
Cc1cc2c(c(SCC(N)=O)n1)C(=O)OC2 | -2 | 3 | -5 | 22 | i | 1 | -12 | -3 | -15 | 2
CC1=C(C)CC(C(=O)N2CCN(Cc3ccc4c(c3)OCO4)CC2)C(C(=O)O)C1 (stereo unspecified) | -3 | 1 | 2 | 0 | i | 0 | -18 | 5 | -24 | 25
CCOc1ccc(NC(=O)C2CCN(S(=O)(=O)c3c(C)n[nH]c3C)CC2)cc1 | -1 | -1 | 3 | -7 | i | 3 | 22 | -6 | 16 | 2
CCCC(=O)NC(C)c1nc2ccccc2n1C(C)C (stereo unspecified) | -2 | 0 | -3 | -23 | i | -3 | -1 | 1 | -13 | 9
O=C(COC(=O)Cc1cccs1)Nc1ccc(OC(F)(F)F)cc1 | -2 | 1 | . | -2 | i | . | -7 | -3 | . | 18
Cc1cc(C(=O)Nc2cc(C(C)(C)C)on2)c(C)o1 | 2 | 0 | -2 | 38 | i | -2 | -147 | 19 | -15 | 18
CC(=O)COc1cc(C)cc2oc(=O)cc(-c3ccccc3)c12 | -4 | -1 | -9 | -2 | i | -4 | 23 | -6 | 3 | -10
COc1cccc(NS(=O)(=O)c2c(C)nc3sccn3c2=O)c1 | 0 | -3 | 1 | 14 | i | 1 | 11 | -5 | -1 | 1
Cc1oc(-c2ccccc2)nc1Cn1cccc1C1=NC(c2ccccc2)CO1 (stereo unspecified) | -2 | 0 | 4 | -14 | i | 5 | -13 | 4 | 3 | 3
Cc1cc(-c2cccc([N+](=O)[O-])c2)nc2ccccc12 | -3 | 2 | 9 | -1 | i | 2 | -3 | 11 | -3 | 22
N#C/C(=C1\CCCN1)c1nc(-c2ccccc2)cs1 | -2 | -7 | 9 | . | i | 9 | -35 | . | -126 | 1

In the list so far, these have a cyano group:
compound | GSK3 alpha inh | GSK3B inh | IEC-6 cytotox | HSF-1 act | PolyA inh | HSP90 refold inh | aSyn 5UTR inh | HSF1 inhib | KLF5 inh | AI-2 QS modul
CCOC(=O)CSC1=C(C#N)C(c2ccccc2)C(C(C)=O)=C(C)N1 (stereo unspecified) | -3 | 0 | -2 | 21 | i | 4 | 25 | 12 | -10 | -7
N#C/C(=C1\CCCN1)c1nc(-c2ccccc2)cs1 | -2 | -7 | 9 | . | i | 9 | -35 | . | -126 | 1

Some of the compounds tested (hit frequency here may not be typical).
